Assay outcomes: PubChem BioAssay, NCI
All columns: NCI-60 one-dose screen, growth in % after 48 h at 10 µM unless noted; 100 = growth as untreated, 0 = no growth, -100 = all killed.
HL-60(TB): HL-60(TB) leukemia cells; hit rate 9% among 78,000; AID 1794776; active = growth percent below 10
Numbers without * were called inactive; & = joins results of further samples; [ ] = dose if it differs, or a comment. Not all compounds are listed. The share of hits here may be higher or lower than overall.

SMILES | HL-60(TB)
CC1CC(C)CN(C(=O)c2ccc(Cl)cc2Cl)C1 (stereo unspecified) | 87
CC1(C)CC(=O)C2=C(C1)N(CCc1ccc(S(N)(=O)=O)cc1)C1=C(C(=O)CC(C)(C)C1)C2c1ccc(O)cc1 | 104
COc1ccc(-c2cc(C(=O)N=Nc3c(O)[nH]c4ccc(Cl)cc34)c3ccccc3n2)cc1OC | 109
CN(C)CCOC(=O)Nc1nc2ccc(Sc3ccccc3)cc2[nH]1 | -6.3*
COc1cc(C)cc(C(O)Cc2cccc(-c3ccc(N(C)C)nc3)n2)c1 (stereo unspecified) | 98
Cc1cc(=O)c2c(C)cccc2[nH]1 | 120
COc1ccc2ccccc2c1/C=C(\C#N)C(=O)N1c2ccccc2Sc2ccc(SC)cc21 | 95
O=C(Nc1ccccc1F)Nc1cccc2ccc(O)cc12 | 89
Cc1cn(-c2cc(NC(=O)c3cccc(C#Cc4cccc5[nH]nc(N)c45)c3)cc(C(F)(F)F)c2)cn1 | 12
O=C(O)c1ccccc1C(c1ccccc1)c1ccccc1O (stereo unspecified) | 86
CC(C)C1CC(N(C)C)=CC(=S)N1 (stereo unspecified) | 94
Nc1nc2c(ncn2C2CC(O)C(CO)O2)c(=O)[nH]1 (stereo unspecified) | 65
NC(CC(=O)c1ccccc1)C(=O)O (stereo unspecified) | 60
Cc1ccc(-c2c(O)c(Br)c(-c3ccc(C)c(C)c3C)c(O)c2Br)c(C)c1 | 32
Cc1[nH]nc(-c2ccc(OCc3ccc(Cl)cc3)cc2O)c1Oc1ccccc1 | 99
CCCCN(CCCC)CC(O)c1cc(Cl)cc2c1-c1ccc(Cl)cc1C2 (stereo unspecified) | 45
NS(=O)(=O)c1ccc(Nc2nc(SCC(=O)c3ccc(Br)cc3)nc3c2CCCC3)cc1 | 102
Nc1cc(Nc2ccccc2Cl)nc(N)n1 | 84
CC(=O)c1ccc(NCc2nnc3n(Cc4ccccc4)c(=O)c4c5c(sc4n23)CCCC5)cc1 | 97
NNCCc1ccc(NC(=O)CCCc2ccc(/C=C/C(=O)NO)cc2)cc1 | 18

Part of the list above in order of length of the SMILES, ascending:
SMILES | HL-60(TB)
Nc1cc(Nc2ccccc2Cl)nc(N)n1 | 84
Nc1nc2c(ncn2C2CC(O)C(CO)O2)c(=O)[nH]1 (stereo unspecified) | 65
NNCCc1ccc(NC(=O)CCCc2ccc(/C=C/C(=O)NO)cc2)cc1 | 18
Cc1[nH]nc(-c2ccc(OCc3ccc(Cl)cc3)cc2O)c1Oc1ccccc1 | 99
Cc1ccc(-c2c(O)c(Br)c(-c3ccc(C)c(C)c3C)c(O)c2Br)c(C)c1 | 32
NS(=O)(=O)c1ccc(Nc2nc(SCC(=O)c3ccc(Br)cc3)nc3c2CCCC3)cc1 | 102

(next part)
SMILES | HL-60(TB)
C=C1C(=O)O[C@H]2[C@H](O)[C@@H](C)CCC/C(C)=C/CC[C@@]3(C)O[C@@H]3C[C@@H]12 | 93
Cc1ccc(-c2ccc(SCC(=O)Nc3ccc(Cl)c(C(F)(F)F)c3)nn2)cc1 | -22*
CC1(C2CC(=O)c3c(O)ccc(O)c3C2)OCCO1 (stereo unspecified) | 94
COc1ccc(Br)c(C=O)c1O | 129
O=C1CCCc2nc3ccccc3c(/C=C/c3ccccc3)c21 | 52
O=[N+]([O-])c1ccc(OCCOc2ccc([N+](=O)[O-])cc2)cc1 | 130
CNc1ccc(CSc2ccccc2)cc1 | 47
CC(C)=CC(=O)OC(=O)C=C(C)C | 104
CCCCCCCCSc1nnc(-c2c(C)nc3ccc(Br)cn23)o1 | 93
CCOC(=O)c1cc(C(=O)c2ccc(F)cc2F)n2ncccc12 | 81
O=C(CCn1cc[n+](CC(=O)c2ccc(F)cc2)c1)Nc1cccc2cccnc12 | 70
NS(=O)(=O)c1ccc(C(c2ccccc2)(c2ccccc2)c2ccccc2)cc1 | 98
CC(C)NC(=O)OCc1c(COC(=O)NC(C)C)c([N+](=O)[O-])n2c1CCC2 | 102
O=C(Nc1nc2ccc([N+](=O)[O-])cc2s1)Nc1ccccc1I | -1.5*
CN1C(=O)C(Nc2ccc(C(=O)Nc3ccc(F)cc3)cc2)=C(c2ccc(Cl)cc2)C1=O | 69
CCOC(=O)c1noc2c1CCc1cn(Cc3cc(OC)c(OC)c(OC)c3)cc1-2 | 70
O=c1n(CCCCCCn2cnn(-c3ccccc3)c2=O)cnn1-c1ccccc1 | 95
O=C(C(=O)N1CCCC1)c1cn(Cc2ccc(Cn3cc(C(=O)C(=O)N4CCCC4)c4ccccc43)cc2)c2ccccc12 | 127
O=S(=O)(NCC1CCCO1)C1CC(Cl)CC(Cl)C1 (stereo unspecified) | 98[50 µM]
CNC(=O)c1cc(-n2ccc3cc(NC(=O)Nc4ccc(N5CCOCC5)c(C(F)(F)F)c4)ccc32)ccn1 | -37*
COc1cc(O)c2c(c1O)C(=O)c1cc(C)ncc1C2=O | 79
O=C(Nc1cc(Cl)cc(Cl)c1)OC1CC2CC1C1CC3OC3C21 (stereo unspecified) | 75
Nc1nc(-c2cccc([N+](=O)[O-])c2)c(N=Nc2ccc(Br)cc2)s1 | 100
CCCc1[nH]c(=O)c(C#N)c(COC)c1[N+](=O)[O-] | 95
S=c1sc(-c2ccccc2)nn1-c1ccccc1 | 84
O=C1NC(=O)c2cc([N+](=O)[O-])cc3cccc1c23 | 135
N#C/C(=C\c1c(-c2ccccc2)[nH]c2ccccc12)C(=O)Nc1ccc(Cl)cc1 | 61
COc1ccc(/C=C(\C#N)n2nnc3cc(F)c(F)cc32)c(OC)c1OC | 10
Cc1ccc2c(c1)Sc1c(ccc3ccccc13)N2 | 45
CCOC(=O)c1c(O)c2cc(-c3ccccc3)nc(C)c2c(=O)n1C | 94

Rewritten with tabs: entries from further up
mol	HL-60(TB)
COc1ccc(/C=C(\C#N)n2nnc3cc(F)c(F)cc32)c(OC)c1OC	10
Cc1ccc2c(c1)Sc1c(ccc3ccccc13)N2	45

Later entries
SMILES | HL-60(TB)
CC(=O)OCOC1C(COC(C)=O)OCOC(COC(C)=O)C1OCOC(C)=O (stereo unspecified) | 104
OC1(Cc2ccc(F)cc2)CCCCCC1 | 104
O=C1/C(=C/c2ccccc2Cl)SC(=S)N1C1c2ccccc2Oc2ccccc21 | 128
COc1cc2c(c(OC)c1OC)CCC(c1cccc(C(=O)Nc3ccc([N+](=O)[O-])cc3)c1)O2 (stereo unspecified) | 39
CCN(CC)CC(=O)Nc1nccs1 | 75
COc1ccc2c(c1)N(CCO)C1=C(C(=O)OC1)C2c1cccc(Br)c1 (stereo unspecified) | -26*
CCOc1ccc2nc(NC(=O)Nc3cccc(Cl)c3)sc2c1 | 100
Nc1ccc(CSc2ccccc2)cc1 | 99
O=C(Nc1cccc([N+](=O)[O-])c1)c1ccc(C(=O)Nc2cccc([N+](=O)[O-])c2)cc1 | 102
CCC1CCC2=C(C1)C(=O)c1ccccc1C2=O (stereo unspecified) | 95
COc1cc(-c2c3sc(=O)[nH]c3nc3c2c(=O)[nH]n3C(C)C)cc2c1OCO2 | 116
CCCCn1cnc2c(SCc3ccccn3)nc(N)nc21 | 107
C#CCN1C(=O)/C(=C\c2cn(CC#C)c3ccccc23)c2ccccc21 | 102
CN(Cc1ccccc1)/C(N)=N/N | 127
CCCOC(=O)c1nc(N(CC2CCCCC2)C(=O)NC)sc1/N=C/c1ccccc1 | -9.5*
O=C1C=CC(=Nc2cc(Cl)c(O)c(Cl)c2)C=C1Cl | 97
CCC(=O)C(=O)c1ccccc1 | 104
CC(=O)Nc1ccc(S(=O)(=O)NC2CCCCC2)cc1 | 96
CC(=O)O[C@@]1(c2cn(-c3ccccc3C(=O)O)nn2)CC[C@H]2[C@@H]3CCC4=CC(=O)CC[C@@H]4[C@H]3CC[C@@]21C | 98
Cc1ccccc1NC(=O)c1cc2ccccc2cc1O | 0.2*
CSCCC(C(=O)O)N1C(=O)CSC1=S (stereo unspecified) | 101
COC(=O)c1nnn(-c2cccc(Cl)c2)c1N | 73
COc1ccc(CNC(=O)CCc2nc3sc4c(c3c(=O)[nH]2)CCC4)cc1OC | 90
CC(=O)Nc1nc(C)c(C(=O)N/N=C/c2cccn2C)s1 | 112
Cc1ccc2oc(=O)cc(CSc3nnnn3-c3ccccc3)c2c1 | 101
O=c1oc2c(cnc3ccccc32)cc1-c1cccs1 | 98
O=C1Nc2ccccc2/C1=N/N1CCCCCC1 | 102
Cc1c(O)ccc2oc(=O)c(C(=O)CSc3nc4ccccc4c(=O)n3-c3ccccc3)cc12 | 83
COc1cc(-c2nc(C(=O)Nc3ccc(Cl)cc3)nn2-c2ccc(F)c(F)c2)cc(OC)c1OC | 93
N#CCCNC(CC(=O)O)C(=O)O (stereo unspecified) | 94
COc1ccc(OC)c(Cn2cc3c(c2-c2cc(OC)c(OC)c(OC)c2)CCCc2cnoc2-3)c1 | 85
CNC(=S)Sc1ccc([N+](=O)[O-])cc1[N+](=O)[O-] | -15*
CN1C2CCC1CN(c1cnc(C(=O)Nc3cc(F)cc4cccnc34)cn1)C2 | 5.7*
CC(=O)N1CCc2ccc([N+](=O)[O-])cc21 | 99&109
CC1CCCC(C)C1=O (stereo unspecified) | 81
CCn1cnc(C[C@H](NC(=O)[C@@H](NC(=O)Nc2cc(C(F)(F)F)cc(C(F)(F)F)c2)C(C)C)C(=O)OC)c1 | -76*[100 µM]
O=C(Nc1cc(Cl)ccc1Cl)c1ccc(Cl)cc1Cl | 94
O=C1CCC2(CCCC2)c2ccccc21 | 107
CCc1ccc(-c2ccc(=O)n(-c3ccc(S(N)(=O)=O)cc3)n2)cc1 | -4.3*
CC(c1c(Cl)cccc1Cl)n1cc(C(N)=O)nn1 (stereo unspecified) | 103
O=C(O)/C=C/C(=O)Nc1cccc2c1Cc1ccccc1-2 | 101
Cc1cc(-c2cc(C)c(N)c(S(=O)(=O)O)c2)cc(S(=O)(=O)O)c1N | 96
Cn1c(N2CCOCC2)nc(-c2ccccc2)c(C#N)c1=O | 110
CC1=CC2C(O)c3ccccc3N3C(=O)COC23C=C1 (stereo unspecified) | 85
COc1cccc(COC(C)OCC(C)C)c1OC (stereo unspecified) | 121
CS(=O)(=O)Nc1ccc(Nc2c3ccccc3nc3cc(N)ccc23)cc1 | 5.5*
N#Cc1csc(CCNC(=O)c2ccccc2)n1 | 92
O=C(/C=C/c1cn(-c2ccccc2)nc1-c1ccc(Cl)cc1)c1ccc(F)cc1 | 57
Cc1cc(N/N=C/c2nc(-c3ccc(Br)cc3)oc2C)c2cc(Cl)ccc2n1 | 0.0*
Nc1nc2c(C(=O)c3cccs3)nnn2c2cccc(Cl)c12 | 103
New compounds follow
SMILES | HL-60(TB)
CCCCCCCCN(CCCCCCCC)CCCCCCNc1cc(OC)cc2cccnc12 | 84
CN(CC1CO1)c1ccccc1 (stereo unspecified) | 105
Cc1nc(N)[nH]c(=O)c1NC(=O)CBr | 116
O=C(NCCNc1nccc(-c2c(-c3cccc(F)c3)nc3sccn23)n1)C1CCCCC1 | 123
CC(=O)OC1Oc2ccccc2-c2oc(=O)c(-c3ccc(F)cc3)cc21 (stereo unspecified) | 97
NCC(=O)c1ccc(O)c(O)c1 | 86
c1csc(-c2cc(-c3cc(-c4cccs4)[nH]n3)n[nH]2)c1 | 87
C=CCN1C(=O)/C(=C/C(=O)OC)S/C1=N\NC(=O)c1cc2ccc1/C=C\c1ccc(cc1)/C=C\2 | 92
COc1ccccc1OCc1ccccc1 | 107
CCCCNC(=S)Nc1ccc(S(=O)(=O)Nc2ccc(Cl)nn2)cc1 | 127
O=[N+]([O-])c1ccc(N/N=C/CCl)c([N+](=O)[O-])c1 | 86
CNP1(NC)=NP(NC)(NC)=NP(c2ccccc2)(c2ccccc2)=N1 | 76
Cc1cn(Cc2ccccc2Cn2cc(C)c(=O)[nH]c2=O)c(=O)[nH]c1=O | 124
CC(=O)Oc1cc2c(s1)CCN([C@H](C(=O)C1CC1)c1ccccc1F)C2 | 82
O/N=C1\c2ccccc2-c2ccc(F)cc21 | 92
Cc1ccc(-c2ccc(SCC(=O)NCCc3ccc(S(N)(=O)=O)cc3)nn2)cc1 | 70
N#Cc1c(-c2ccc(Cl)cc2)nc2c(N=Nc3ccc(S(N)(=O)=O)cc3)c(N)nn2c1N | 86
CN1CCN(C(=O)/C=C/c2ccc([N+](=O)[O-])o2)CC1 | 66
CCc1cc(CC)c(CC)c(C(=O)OCCN(CC)CC)c1CC | 100
COc1cc2oc(-c3cccc(C(=O)N[C@@H](C)C(=O)O)c3)cc(=O)c2c(OC)c1OC | 95

Taken from the entries so far for reference:
SMILES | HL-60(TB)
O=[N+]([O-])c1ccc(N/N=C/CCl)c([N+](=O)[O-])c1 | 86
CNP1(NC)=NP(NC)(NC)=NP(c2ccccc2)(c2ccccc2)=N1 | 76

The listing continues:
SMILES | HL-60(TB)
C#CCNc1nc(NN2C(=O)c3cccc4cccc(c34)C2=O)nc(N2CCOCC2)n1 | 93
CC(Cc1ccc(O)cc1)NCc1ccccc1 (stereo unspecified) | 96
CCOC(=O)NCC1(c2ccccc2)CCN(Cc2ccccc2)CC1 | 102
Cc1cccc(Cl)c1NC(=O)c1cnc(Nc2cc(N3CCOCC3)cc(S(C)(=O)=O)c2)s1 | 110
c1ccc(Nc2nnc(-c3cc(-c4cccnc4)n(-c4ccccc4)n3)s2)cc1 | 71
CN(C)C(=O)N(C)/N=C/c1ccc([N+](=O)[O-])o1 | 105
Cc1ccc(S(N)(=O)=O)cc1C | 90
CS(=O)(=O)c1ccc(-c2cnc3ccc(-c4cccc(S(C)(=O)=O)c4)nn23)cc1 | 17
C(=N\Nc1nnc2n1N=C(c1ccccc1)CS2)/c1c[nH]c2ccccc12 | 41
C#CCn1cc(/C=N/Nc2nc(-c3ccc(Cl)c(Cl)c3)cs2)c2ccccc21 | 98
Cc1nc(N)sc1C(=O)Nc1ccc(F)cc1 | 177
COC(=O)c1ccc(OCc2ccccc2)cc1O | 83

Another view of some results above:
COC(=O)c1ccc(OCc2ccccc2)cc1O
  HL-60(TB): 83
C#CCn1cc(/C=N/Nc2nc(-c3ccc(Cl)c(Cl)c3)cs2)c2ccccc21
  HL-60(TB): 98
Cc1cccc(Cl)c1NC(=O)c1cnc(Nc2cc(N3CCOCC3)cc(S(C)(=O)=O)c2)s1
  HL-60(TB): 110
c1ccc(Nc2nnc(-c3cc(-c4cccnc4)n(-c4ccccc4)n3)s2)cc1
  HL-60(TB): 71
